Bioassay records: PubChem BioAssay, National Center for Advancing Translational Sciences (NCATS)
GLP1R cytotox: cytotoxic in the GLP-1 receptor inverse agonist counter-screen | Potency, µM (doses to about 38.3 µM), inactives show top-dose activity change, negative = inhibition, hits mostly inhibitors | HEK293 cAMP-luciferase reporter cells, luminescence, 24 h | actives 0.13% (n = 410,000);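 also: loss of luciferase light is scored as toxicity; potency is read from the fitted curve at half-maximal effect; % is scaled to controls: 0 for no effect and ±100 for the full control effect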
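1536-well qHTS counterscreen of the MLSMR; 200 cells/uL, 12 h pre-incubation, 23 nL cpd, 24 h at 37 deg C 5% CO2, luciferase detection reagent, 12 min RT, luminescence. Inhibition = undesired.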
IL2 activator: activators of IL-2; activation, % (series mostly up to about 46 µM); IL-2 activation reporter assay, cell-based qHTS; stimulated with anti-CD3/CD4/CD28 beads; in transgenic mouse T cells; actives 0.065% (n = 360,000); in the data active = activation above about 50%; inconclusive = mostly about 30% to 49%; also: 0% is about no effect
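Readout is EGFP and DsRed signal by fluorescent plate cytometry after 18 h at 37 degrees C. Transgenic mouse T cells (750/well) received compound for 60 min before bead stimulation (anti-CD3, anti-CD4, anti-CD28); memory T cells served as non-tolerant control.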
PTHR1 ag: PTHR1 (human) receptor agonism; Q03431; HEK293 GP2 PTHR1 cells, GloSensor cAMP luminescence, 1 h; Potency, µM (top dose mostly 115 µM), for inactives: at the highest dose activation, actives largely listed as activators; actives 0.075% (n = 410,000); also: potency is read from the fitted curve at half-maximal effect; nearly all actives have a fitted effect of over 55% in size; some results filed as inactive show a strong effect at the top dose; inactives centre near -15; many of its hits are not listed in these tables
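HEK-293-derived GP2 cells expressing PTHR1 and a GloSensor cAMP reporter, 3,000/well, plated overnight, given luciferin plus IBMX (each 0.5 mM as added) for 1 h at 37 °C, then compound for 1 h at 37 °C. Luminescence was read after 15 min at room temperature.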
GLP-1R inv ag: inverse agonists of human GLP-1 receptor. P43220. HEK293 GLP-1R CRE-luciferase, luminescence, 24 h; GLP-1R form is constitutively active. Potency, µM (titrated, usually from 38.3 µM), inactives show at the highest dose activity change, negative = inhibition, hits mostly inhibitors. actives 1.6% (n = 410,000); also: potency is read from the fitted curve at half-maximal effect; % is scaled to controls: 0 for no effect and ±100 for the full control effect; nearly all actives have a fitted effect of over 55% in size
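qHTS in 1536-well format: reporter HEK293 cells expressing constitutive GLP-1R activity in DMEM + 10% Nu serum, 24 hr with compounds at 37 deg C, luminescence read after 12 min with detection reagent.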
PI5P4Ka inh: inhibitors of human PI5P4K alpha; P48426; PI5P4Kalpha enzyme, ADP-Glo luminescence, 60 min; active compounds read low; max response, %; actives 1.2% (n = 330,000); AID 652105; active = max response of -50% or lower; inconclusive = between -30% and -50%; inactive = -30% or higher; also: value at the top dose of about 77 µM; % is scaled to controls: 0 for no effect and ±100 for the full control effect
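qHTS, 1536-well: enzyme/substrate mix, compound by pin tool, 5 microM ATP final; RT 60 min; ADP-Glo reagents 1 (45 min) then 2 (30 min); luminescence.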
EPAC1 antag: antagonists of human EPAC1; EPAC1 GEF assay, Rap1b-BODIPY-GDP exchange fluorescence; actives 0.14% (n = 360,000); Potency, µM (doses to about 115 µM), inactives show top-dose activity change, negative = inhibition, hits mostly inhibitors; AID 720709; O95398;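 also: potency is read from the fitted curve at half-maximal effect; plate controls were vehicle for no effect and positive control for full effect; nearly all actives have a fitted effect of over 50% in size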
Target sequence (O95398 whole entry, looked up): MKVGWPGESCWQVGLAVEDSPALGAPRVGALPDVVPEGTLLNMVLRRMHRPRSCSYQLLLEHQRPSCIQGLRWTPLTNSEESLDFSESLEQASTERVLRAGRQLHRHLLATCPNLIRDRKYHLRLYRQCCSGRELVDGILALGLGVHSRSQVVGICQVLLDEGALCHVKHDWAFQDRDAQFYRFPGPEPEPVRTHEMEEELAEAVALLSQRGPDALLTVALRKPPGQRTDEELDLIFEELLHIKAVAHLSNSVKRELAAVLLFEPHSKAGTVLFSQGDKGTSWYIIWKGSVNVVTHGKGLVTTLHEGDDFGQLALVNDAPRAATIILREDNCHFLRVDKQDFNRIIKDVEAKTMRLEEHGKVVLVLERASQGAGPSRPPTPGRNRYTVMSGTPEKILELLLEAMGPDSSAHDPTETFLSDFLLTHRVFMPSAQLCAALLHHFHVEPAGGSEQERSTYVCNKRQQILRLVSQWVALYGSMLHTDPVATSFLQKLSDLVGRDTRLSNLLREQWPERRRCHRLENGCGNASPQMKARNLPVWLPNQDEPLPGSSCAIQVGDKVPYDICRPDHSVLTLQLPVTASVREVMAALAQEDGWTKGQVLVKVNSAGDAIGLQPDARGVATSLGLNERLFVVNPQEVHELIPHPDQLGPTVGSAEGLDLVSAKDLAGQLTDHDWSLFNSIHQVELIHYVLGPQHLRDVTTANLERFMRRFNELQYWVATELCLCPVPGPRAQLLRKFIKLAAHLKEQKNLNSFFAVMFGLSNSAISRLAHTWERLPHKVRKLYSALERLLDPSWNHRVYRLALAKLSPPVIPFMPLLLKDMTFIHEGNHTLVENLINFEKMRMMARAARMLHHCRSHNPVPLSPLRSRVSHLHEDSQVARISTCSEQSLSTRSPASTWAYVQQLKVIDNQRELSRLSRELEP
EPAC1 ag: EPAC1 (human) agonism; O95398; EPAC1 agonist qHTS, biochemical assay; response scale: 100% = response to 6.5 mM cAMP; Potency, µM (highest dose often 154 µM), for inactives: top-dose activation, hits mostly activators; actives 0.073% (n = 360,000); also: potency is read from the fitted curve at half-maximal effect; nearly all actives have a fitted effect of over 60% in size
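EPAC1 100 nM, Rap1B–BODIPY-GDP 250 nM, unlabeled GDP 50 uM; compound titration; 5 min RT; kinetic read ex480/em540 at 5-min intervals ×30 min; data normalized to 6.5 mM cAMP agonist control.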
PLK1 PBD block: blocks phosphopeptide binding to human PLK1 polo-box domain. actives 2.8% (n = 360,000). Potency, µM, for the others: max response, negative = inhibition, hits mostly inhibitors. AID 720504. Plk1 PBD binding of FITC phosphopeptide, fluorescence polarization. P53350; also: potency is read from the fitted curve at half-maximal effect; series mostly up to about 57 µM; % is scaled to controls: 0 for no effect and ±100 for the full control effect; nearly all actives have a fitted effect of over 65% in size
GLP1R ag: GLP-1 receptor (human) agonism. AID 624172. actives 0.007% (n = 380,000). HEK293 GLP-1R CRE-luciferase, luminescence, 4-6 h; cells express a hypersensitive GLP-1R form. P43220. Potency, µM (titrated, usually from 45.6 µM), for inactives: top-dose activation, actives largely listed as activators; also: potency is read from the fitted curve at half-maximal effect; % of control where 0% means no effect
* hit, by the source's call; [ ] = another dose, or the depositor's remark. Unless noted, calls follow the shape of the dose curve; as a rule, active = well fitted curve in the direction sought with a large enough effect; inconclusive = small, poorly fitted or top-dose-only effect, or another doubt; inactive = no such curve, though single readings can be large; an effect the other way counts as inactive or inconclusive.

`O=C(NCCc1ccccc1)c1ccccc1SCC(=O)N1CCCC1` gave GLP1R cytotox -3%, IL2 activator 1.6, PTHR1 ag inactive, GLP-1R inv ag -11%, PI5P4Ka inh 5, EPAC1 antag -15%, EPAC1 ag 4%, PLK1 PBD block -3% and GLP1R ag 13%.
Screening Cc1ccc(CN2CCN(CC(=O)NC(C)c3ccc4c(c3)OCCO4)C2=O)cc1 (stereo not drawn) returned GLP1R cytotox -12%, IL2 activator -4.1, PTHR1 ag inactive, GLP-1R inv ag inconclusive, PI5P4Ka inh 4, EPAC1 antag 7%, EPAC1 ag -9%, PLK1 PBD block 1% and GLP1R ag -1%.
For COc1ccc(C(=O)C2CCCN(C(=O)c3ccc4cc[nH]c4c3)C2)c(C)c1 (stereo not drawn) the results were GLP1R cytotox 4%, IL2 activator 0.7, PTHR1 ag -21%, GLP-1R inv ag 34%[activator], PI5P4Ka inh 1, EPAC1 antag -16%, EPAC1 ag -9%, PLK1 PBD block 0% and GLP1R ag 22%.
`CN1CCN(C(=O)CN(c2ccccc2)S(=O)(=O)N(C)C)CC1` gave GLP1R cytotox 0%, IL2 activator -0.5, PTHR1 ag -2%, GLP-1R inv ag 3%, PI5P4Ka inh 1, EPAC1 antag 2%, EPAC1 ag 0%, PLK1 PBD block -10% and GLP1R ag 15%.
C=CCOc1ccc(/C(O)=C2/C(=O)C(=O)N(CCCn3ccnc3)C2c2ccco2)cc1 (stereo not drawn) was read as GLP1R cytotox 6%, IL2 activator -1.7, PTHR1 ag inactive, GLP-1R inv ag 7%, PI5P4Ka inh -2, EPAC1 antag 2%, EPAC1 ag 0%, PLK1 PBD block -3% and GLP1R ag -1%.
For Cc1cc(C(=O)CSc2nc(N)cc(N)n2)c(C)n1C1CC1 the results were GLP1R cytotox 12%, IL2 activator 3.5, PTHR1 ag -22%, GLP-1R inv ag 7%, PI5P4Ka inh -13, EPAC1 antag 5%, EPAC1 ag 13%, PLK1 PBD block inconclusive and GLP1R ag 10%.
Screening O=C(O)c1cnn2cc(-c3[nH]ncc3[N+](=O)[O-])cnc12 returned GLP1R cytotox 24%, IL2 activator 1.8, PTHR1 ag -22%, GLP-1R inv ag 18%, PI5P4Ka inh -24, EPAC1 antag -6%, EPAC1 ag 2%, PLK1 PBD block -3% and GLP1R ag -5%.
For COc1ccc(/C=N/Nc2cc(N3CCOCC3)nc(C)n2)c(OC)c1 the results were GLP1R cytotox 1%, IL2 activator -0.5, PTHR1 ag -7%, GLP-1R inv ag 3%, PI5P4Ka inh -1, EPAC1 antag -18%, EPAC1 ag 2%, PLK1 PBD block -8% and GLP1R ag 8%.
CCOC(=O)CSc1n[nH]c(NC(=O)c2cccc(C(F)(F)F)c2)n1 was read as GLP1R cytotox -8%, IL2 activator -0.7, PTHR1 ag inactive, GLP-1R inv ag 3%, EPAC1 antag 3%, EPAC1 ag -9%, PLK1 PBD block inconclusive and GLP1R ag -18%.
`O=C(NCC1CCCO1)C1CCCN(S(=O)(=O)c2ccc(Br)cc2)C1` (stereo not drawn) gave GLP1R cytotox 8%, IL2 activator -0.4, PTHR1 ag inactive, GLP-1R inv ag -7%, PI5P4Ka inh 1, EPAC1 antag 6%, EPAC1 ag 3%, PLK1 PBD block 1% and GLP1R ag -2%.
Screening O=C(Nc1ccccc1)c1ccccc1N=Cc1cccc(O)c1 returned GLP1R cytotox 24%, IL2 activator -0.7, PTHR1 ag -20%, GLP-1R inv ag inconclusive, PI5P4Ka inh 7, EPAC1 antag -24%, EPAC1 ag 13%, PLK1 PBD block -10% and GLP1R ag 14%.
CCC(=O)N1CCc2cc(S(=O)(=O)NCCC(=O)Nc3ccccc3C)ccc21 was read as GLP1R cytotox -3%, IL2 activator -3.7, PTHR1 ag inactive, GLP-1R inv ag 13%, EPAC1 antag -6%, EPAC1 ag 13%, PLK1 PBD block -7% and GLP1R ag 9%.
`Cc1nc(-c2ccc(Cl)cc2)sc1C1(C)CC(c2ccc(OC(F)(F)F)cc2)=NO1` (stereo not drawn) gave GLP1R cytotox -13%, IL2 activator 0.4, PTHR1 ag inactive, GLP-1R inv ag -52%, PI5P4Ka inh 7, EPAC1 antag -8%, EPAC1 ag -16%, PLK1 PBD block -4% and GLP1R ag 12%.
`CN1CCN(NC(=O)CN2C(=O)/C(=C/c3ccccc3Cl)SC2=S)CC1` gave GLP1R cytotox -5%, IL2 activator -0.2, PTHR1 ag -2%, GLP-1R inv ag 0%, EPAC1 antag 2%, EPAC1 ag 10%, PLK1 PBD block inconclusive and GLP1R ag -2%.
`c1ccc(C(CN2CCCCC2)Oc2ccccn2)cc1` (stereo not drawn) gave GLP1R cytotox -9%, IL2 activator 1.9, PTHR1 ag inactive, GLP-1R inv ag inconclusive, PI5P4Ka inh -5, EPAC1 antag -10%, EPAC1 ag 4%, PLK1 PBD block -6% and GLP1R ag 7%.
`COCCn1c(SCC(=O)Nc2ccccc2)nc2c1c(=O)[nH]c(=O)n2C` gave GLP1R cytotox 3%, IL2 activator -2.6, PTHR1 ag -19%, GLP-1R inv ag 5%, PI5P4Ka inh -5, EPAC1 antag -4%, EPAC1 ag 4%, PLK1 PBD block -17% and GLP1R ag 0%.
`CC(OC(=O)c1cc2sccc2n1C)C(=O)NCCc1ccccc1` (stereo not drawn) gave GLP1R cytotox -11%, IL2 activator -0.7, PTHR1 ag -29%[57.5 µM], GLP-1R inv ag inconclusive, EPAC1 antag inconclusive, EPAC1 ag 15%, PLK1 PBD block 6% and GLP1R ag 12%.
`COC(=O)c1ccccc1NC(=O)C1CCCN(C(=O)c2cnn(-c3ccc(F)cc3)c2-n2cccc2)C1` (stereo not drawn) gave GLP1R cytotox -7%, PTHR1 ag -36%[inhibitor], GLP-1R inv ag 6% and GLP1R ag 17%.
For O=C(Nc1cccc2ncccc12)c1cc([N+](=O)[O-])ccc1Cl the results were GLP1R cytotox -6%, IL2 activator -0.7, PTHR1 ag inactive, GLP-1R inv ag inconclusive, PI5P4Ka inh 1, EPAC1 antag 3%, EPAC1 ag 1%, PLK1 PBD block -9% and GLP1R ag 3%.
For CN(C)CCN1CCN(C2CN(Cc3cn(Cc4ccc(C(F)(F)F)cc4)nn3)S(=O)(=O)C2)CC1 (stereo not drawn) the results were GLP1R cytotox 4%, IL2 activator 0.3, PTHR1 ag inactive, GLP-1R inv ag 31%[activator], PI5P4Ka inh -4, EPAC1 antag 5%, EPAC1 ag -5%, PLK1 PBD block -7% and GLP1R ag 10%.
`CCCCCn1c(SCC(=O)c2ccccc2)nc2cc(C(=O)NCc3ccco3)ccc2c1=O` gave GLP1R cytotox 4%, IL2 activator -1.2, PTHR1 ag inactive, GLP-1R inv ag 7%, EPAC1 antag 10%, EPAC1 ag 8%, PLK1 PBD block -1% and GLP1R ag 2%.
Screening CCOc1ccccc1NC(=O)c1cc(S(=O)(=O)N2CCOCC2)ccc1C returned GLP1R cytotox 3%, IL2 activator 0.8, PTHR1 ag -59%[inhibitor], GLP-1R inv ag 1%, PI5P4Ka inh -1, EPAC1 antag -7%, EPAC1 ag 12%, PLK1 PBD block -12% and GLP1R ag 0%.
For CCc1nc2c(OCCn3cccc3)cccn2c1N(C)C(=O)c1ccco1 the results were GLP1R cytotox 7%, IL2 activator -0.4, PTHR1 ag inactive, GLP-1R inv ag 26%, PI5P4Ka inh -4, EPAC1 antag -2%, EPAC1 ag 8%, PLK1 PBD block -5% and GLP1R ag 10%.
Cc1ccc(NC(=O)Cn2nc(-c3ccccc3)nc2-c2ccccc2)c(C)c1 was read as GLP1R cytotox -23%, IL2 activator 0.3, PTHR1 ag inactive, GLP-1R inv ag 9%, PI5P4Ka inh -4, EPAC1 antag -11%, EPAC1 ag -3%, PLK1 PBD block -4% and GLP1R ag -4%.
For O=C(O)c1cnn(-c2nc(-c3cccc(F)c3)cs2)c1C(F)(F)F the results were GLP1R cytotox -1%, IL2 activator 0.0, PTHR1 ag -9%, GLP-1R inv ag 16%, PI5P4Ka inh 5, EPAC1 antag -2%, EPAC1 ag -1%, PLK1 PBD block -23% and GLP1R ag 2%.
Screening CCOC(=O)c1cc2ccc(OC)c(OC)c2c(=O)s1 returned GLP1R cytotox 7%, IL2 activator 0.2, PTHR1 ag -14%[57.5 µM], GLP-1R inv ag 35%[activator], PI5P4Ka inh 5, EPAC1 antag 2%, EPAC1 ag -2%, PLK1 PBD block -9% and GLP1R ag 34%.
Screening Fc1ccc(/C=N/n2c(-c3cccs3)n[nH]c2=S)cc1 returned GLP1R cytotox 0%, IL2 activator -1.8, PTHR1 ag -24%[57.5 µM], GLP-1R inv ag 0%, EPAC1 antag 1%, EPAC1 ag 6%, PLK1 PBD block inconclusive and GLP1R ag -1%.
CCN(CC(=O)Nc1c(F)cccc1F)C(=O)CSc1nc2ccccc2o1 was read as GLP1R cytotox -7%, IL2 activator 0.0, PTHR1 ag -7%, GLP-1R inv ag 9%, PI5P4Ka inh -6, EPAC1 antag 7%, EPAC1 ag -4%, PLK1 PBD block 0% and GLP1R ag 3%.

Some of these compounds in order of molecular weight, smallest number first:
Screening CCOC(=O)c1cc2ccc(OC)c(OC)c2c(=O)s1 returned GLP1R cytotox 7%, IL2 activator 0.2, PTHR1 ag -14%[57.5 µM], GLP-1R inv ag 35%[activator], PI5P4Ka inh 5, EPAC1 antag 2%, EPAC1 ag -2%, PLK1 PBD block -9% and GLP1R ag 34%.
Screening CCOc1ccccc1NC(=O)c1cc(S(=O)(=O)N2CCOCC2)ccc1C returned GLP1R cytotox 3%, IL2 activator 0.8, PTHR1 ag -59%[inhibitor], GLP-1R inv ag 1%, PI5P4Ka inh -1, EPAC1 antag -7%, EPAC1 ag 12%, PLK1 PBD block -12% and GLP1R ag 0%.
`CCCCCn1c(SCC(=O)c2ccccc2)nc2cc(C(=O)NCc3ccco3)ccc2c1=O` gave GLP1R cytotox 4%, IL2 activator -1.2, PTHR1 ag inactive, GLP-1R inv ag 7%, EPAC1 antag 10%, EPAC1 ag 8%, PLK1 PBD block -1% and GLP1R ag 2%.

A portion of the library; count on the stated rates, not on these rows.
